Pf Dd2 growth – qHTS Primary assay for Inhibitors of Plasmodium falciparum Dd2 growth in vitro. P. falciparum Dd2 growth, SYBR Green, 72 h. Potency, µM (doses to about 28.9 µM), for inactives: at the highest dose activity, negative = inhibition, most hits filed as inhibitors. 120,000 tested, 4.3% active. AID 1347417, 2020; active = well fitted inhibition curve with a large enough effect; inconclusive = small, poorly fitted or top-dose-only effect; inactive = no such curve, though single readings can be large or run the other way;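 note: plate controls were DMSO vehicle for no effect and reference drug for full effect; nearly all actives have a fitted effect of over 65% in size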
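Readout: SYBR Green fluorescence, 485 nm excitation, 535 nm emission, after ~16 h lysis at 37C. Before that, Dd2-infected red cells (2.5% hematocrit) grew 72 h with compound, 29 uM top final concentration.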
* = called active by the depositor; i = inactive; ? = inconclusive; [ ] = dose if it differs, or a comment. Potency is the fitted concentration of half-maximal effect. A portion of the library (hit frequency here may not be typical).

nr	canonical_smiles	Pf Dd2 growth
1	COc1ccc(-n2ccnc(NCc3cccs3)c2=O)cc1	-8%
2	CCC(O)c1cc2n(n1)CCN(C(=O)Cn1nc(C)c3ccccc3c1=O)C2 (stereo unspecified)	2%
3	CCOc1ccc(NC(=O)c2sc(-n3nc(C)c(CCC(C)C)c3C)nc2C)cc1	42%[activator][0.594 µM]
4	O=C1CC2(CCN([S+](=O)([O-])c3cccc(C(F)(F)F)c3)CC2)Oc2ccccc2N1	i
5	Cc1cc(C(=O)NCc2ccccc2)c2c(C)nn(-c3cccc(Cl)c3C)c2n1	?
6	Cc1nnc(C(C)NC(=O)C2CCN(C(=O)C3CCCC3)CC2)o1 (stereo unspecified)	9%
7	O=C(C1CCOCC1)N1CCC2(CC1)CC(N1CCCC1)CCO2 (stereo unspecified)	46%[activator]
8	O=C(C1CCOCC1)N1CCC(Oc2nccnc2N2CCOCC2)C1 (stereo unspecified)	55%[activator]
9	Cc1cccc(NC(=O)N2CCC(Oc3ncccc3C(=O)N3CCOCC3)C2)c1 (stereo unspecified)	-7%
10	CCOc1ccc(C2C(C(N)=O)=C(C)Nc3nc(-c4cccc(Cl)c4)nn32)cc1OC (stereo unspecified)	-22%
11	Cn1cc(-c2cc3n(n2)CCC(=O)N3CC(=O)NCc2ccccc2)c2ccccc21	?
12	Cc1cc(C)cc(N2CCC(NC(=O)c3cc(F)cc(F)c3)C2=O)c1 (stereo unspecified)	i
13	COc1cc(NC(=O)CCCN2C(=O)CCn3nc(-c4cn(C)c5ccccc45)cc32)cc(OC)c1	7.9µM*
14	CCOC(=O)c1cccc(NC(=O)c2ccc3nc(Cc4ccccc4)oc3c2)c1	?
15	Cc1cc(C)cc(NC(=O)C2CCN(c3cc(C(F)(F)F)nc(C)n3)CC2)c1	-14%
16	Cn1ccc2c(OCC(=O)Nc3ccc(OC(F)(F)F)cc3)cccc2c1=O	?
17	COc1ccc(-c2noc(-c3ccc(NCc4ccc(C)cc4)c([N+](=O)[O-])c3)n2)cc1OC	7%
18	O=C(Nc1nc2c(s1)CCC2)C1CC(=O)N(c2n[nH]c3cccc(F)c23)C1 (stereo unspecified)	2%
19	CNC(=O)c1cnn2cc(C)ccc12	-6%[44.1 µM]
20	CCCSc1ncc(Cl)c(C(=O)N2CCN(c3cccc(Cl)c3)CC2)n1	17%
21	Nc1ncc(S(=O)(=O)Nc2ccc(F)cc2F)cn1	29%
22	O=C(Nc1nnc(S(=O)(=O)N2CCOCC2)s1)c1ccccc1F	-20%
23	Cc1cccc(C)c1Nc1c(-c2ccccc2F)nc2cccc(C)n12	?
24	CCCN1CCN(CCCNC(=O)c2ccc3c(c2)sc2nc(-c4ccc(OCC)cc4)cn23)CC1	1.3µM*
25	CCN(CC)Cc1nc(C2(O)CCN(C(C)=O)CC2)cs1	19%[44.1 µM]

Results in sequence from the entries so far:
Compounds 4–13 in Pf Dd2 growth read i, ?, 9%, 46%[activator], 55%[activator], -7%, -22%, ?, i, 7.9µM*

Random excerpt: two compounds from above
nr	canonical_smiles	Pf Dd2 growth
11	Cn1cc(-c2cc3n(n2)CCC(=O)N3CC(=O)NCc2ccccc2)c2ccccc21	?
13	COc1cc(NC(=O)CCCN2C(=O)CCn3nc(-c4cn(C)c5ccccc45)cc32)cc(OC)c1	7.9µM*

New compounds follow:
nr	canonical_smiles	Pf Dd2 growth
26	Cc1cc(C)c(NC(=O)C(=O)NCC(c2cccnc2)N2CCN(Cc3ccccc3)CC2)c(C)c1 (stereo unspecified)	-13%
27	COc1cccc(C(=O)Nc2nnc(S(=O)(=O)N3CCCC3)s2)c1	10%
28	CC1CCCN(C(=O)c2cc3ccc4cccnc4c3[nH]2)C1 (stereo unspecified)	-13%
29	CCOc1ccc(-n2c(SCC(N)=O)nc3c(oc4ccccc43)c2=O)cc1	-7%
30	CCS(=O)(=O)c1ncc(Cl)c(C(=O)N(Cc2ccccc2)Cc2ccco2)n1	10%
31	COc1ccc(CN2CCc3nc(N4CCN(C)CC4)[nH]c(=O)c3CC2)c(Cl)c1OC	i[5.79 µM]
32	COc1ccc(C(=O)N2CC[C@@H](CC(=O)O)[C@@H](CCN3CCC(C(N)=O)CC3)C2)cc1	14%[44.1 µM]
33	Cc1nn(-c2cccc(Br)c2)c(C)c1[C@@H]1C=C[C@@H](NS(C)(=O)=O)C1	-3%[44.1 µM]
34	CCOCC(=O)N1CCC2(CC1)CN(Cc1ccccc1)CC2CO (stereo unspecified)	-8%
35	CN(Cc1cccnc1)C(=O)c1ccc2c(c1)C(O)CCCCCN2C (stereo unspecified)	i
36	O=C1NC2(Cc3ccccc31)CN(Cc1ccccn1)C2	6%[44.1 µM]
37	CCOC(=O)c1cc(OC(=O)c2ccccc2C)n(-c2ccccc2)n1	25%
38	O=c1n(Cc2cccc(C(F)(F)F)c2)c2ccccc2c2nc(-c3ccccc3)nn12	5%
39	CN(C)C(=O)c1noc2c1CN(C(=O)C1COc3ccccc3C1)CC2 (stereo unspecified)	-8%
40	COc1ccccc1NC(=O)C1=C(C)Nc2nc(SCc3ccccc3)nn2C1c1ccccn1 (stereo unspecified)	-27%
41	Cc1noc(C)c1C(=O)NC1CCc2nnc(C)n2CC1 (stereo unspecified)	28%
42	Cc1noc(C)c1CC(=O)N1CCC(c2nc(C3CCOCC3)no2)CC1	33%
43	CCOc1cc(=O)n2c(c1C(=O)Nc1ccc(Cl)c(F)c1)CCCC2	?
44	COc1ccc(NC(C)=O)cc1NC(=O)c1cccn(Cc2ccccc2)c1=O	?
45	Cc1ccc(F)cc1S(=O)(=O)NC1CCN(c2ccc(=O)n(CC3CC3)n2)CC1	-15%
46	CCOC(=O)c1cn(CC(=O)Nc2cccc(Cl)c2C)nn1	27%
47	Cc1ccc(CNc2nc3ccc(Cl)cc3n3nnnc23)cc1	-6%
48	CCOc1cc(C(=O)N2CCN(c3cc(-c4cccs4)[nH]n3)CC2)cc(OCC)c1OCC	i
49	Cc1cnc(C(=O)NC2C[C@H]3CC[C@@H](C2)N3C(=O)Cc2cccc(F)c2)cn1 (stereo partly specified)	-15%
50	O=C(N[C@H](c1ccccn1)C1CC(O)C1)c1ccc2c(c1)ncn2CCO (stereo partly specified)	-4%

Gathered by group, the entries above with an aryl thioether with sulfur outside any ring
nr	canonical_smiles	Pf Dd2 growth
20	CCCSc1ncc(Cl)c(C(=O)N2CCN(c3cccc(Cl)c3)CC2)n1	17%
29	CCOc1ccc(-n2c(SCC(N)=O)nc3c(oc4ccccc43)c2=O)cc1	-7%
40	COc1ccccc1NC(=O)C1=C(C)Nc2nc(SCc3ccccc3)nn2C1c1ccccn1 (stereo unspecified)	-27%

The listing continues.
nr	canonical_smiles	Pf Dd2 growth
51	CCN1C(=O)C2(c3ccccc31)c1c(oc3ccc(C)cc3c1=O)C(=O)N2CCCOC(C)C (stereo unspecified)	i
52	CN1CCC(N2CC[C@@H]3[C@H]2C(=O)NC[C@H](CCC(=O)NCc2ccco2)N3C)CC1	-8%[44.1 µM]
53	COc1ccc(C(C)NC(=O)C2(c3ccc(NS(C)(=O)=O)cc3)CCCCC2)cc1 (stereo unspecified)	?
54	COc1ccc(-c2noc(C3CC(=O)N(c4ccccc4)C3)n2)c(OC)c1 (stereo unspecified)	32%[activator]
55	CCOC(=O)Cn1c(=O)c2c(nc3n2CCN3c2ccc(CC)cc2)n(C)c1=O	-15%
56	CCCc1nn(-c2cccc(C)c2)c(=O)n1CC(=O)NCC1(O)CCCCC1	-3%
57	CN1Cc2ccccc2-n2ccnc2C12CCN(C(=O)Cc1ccc(Cl)cc1)CC2	i[5.79 µM]
58	O=C1NCCOCCCN(C(=O)CC2CCCC2)[C@H]2CCC[C@@H]12	5%
59	CS(=O)(=O)N1CCCC(C(=O)NCCN2CCOCC2)CCNC(=O)CC1 (stereo unspecified)	40%[activator]
60	C=CCN(Cc1cccc(OCC(N)=O)c1)Cc1ccccc1C	?
61	COc1ccc(NC(=O)c2cnc(N3CCCC3)nc2)cc1OC	7%
62	Cc1ncsc1CN1CCCN(S(=O)(=O)c2ccccc2)CCC(=O)NCC1	-21%
63	COC(=O)C1CCN(c2csc3ccc(C)cc3c2=O)CC1	3%
64	Cn1nccc1CN1CCC2(CC1)Cc1ccccc1NC2=O	-24%[44.1 µM]
65	Cn1nnnc1SCCNCc1ccc(F)cc1	-15%
66	O=C1CC2CCCC(C1)N2C(=O)c1cncc(Br)c1	8%[44.1 µM]
67	Cc1ccccc1-c1ccc2n(c1=O)C[C@H]1C[C@@H]2CN(S(=O)(=O)c2ccccc2C#N)C1	?
68	COc1ncc(-c2cc3c(cc2OC)C2(CCN(C(C)=O)CC2)C(=O)N3)cn1	i
69	CC(C)C(=O)Nc1nnc(S(=O)(=O)N2CCCCCC2)s1	3%
70	COc1ccc(-c2onc(C)c2C)cc1S(=O)(=O)N1c2ccccc2CC1C (stereo unspecified)	-11%
71	COc1ccc(-c2ccnc(N[C@H]3CO[C@H]4[C@@H]3OC[C@H]4OCC(N)=O)n2)cc1	-20%[44.1 µM]
72	CC1=NOC2(CCN(C(=O)c3ccc(Cl)cc3)CC2)C1	17%[44.1 µM]
73	COc1ccc(Nc2c3c(nc4ccccc24)CCC3)cc1Cl	i
74	COc1ccc(-c2noc([C@@H]3CCCN3C(=O)c3ccsc3)n2)cc1OC	i
75	CCn1nc(C)c(CN2C[C@@H](CO)[C@H](c3nc(COC)no3)C2)c1C	15%

Continuation.
nr	canonical_smiles	Pf Dd2 growth
76	CC(C)(C)c1ccc(C(=O)Nc2ccc(OCc3cc(=O)n4ccsc4n3)cc2)cc1	?
77	COc1ccc(C(=O)N2CCCN(S(C)(=O)=O)c3ccccc32)c(C)c1	?
78	COc1cccc(C2C(C(=O)Nc3ccccc3OC)=C(C)Nc3nc4ccccc4n32)c1 (stereo unspecified)	7.1µM*
79	O=C(COc1ccccc1)N1CCCC(n2cc(-c3nc(C4CC4)no3)nn2)C1 (stereo unspecified)	?
80	O=C(CCc1conc1-c1cccc(F)c1)NCc1cccc(Cl)c1	i
81	COc1cccc(NC(=O)c2ccc3c(c2)N(C)C2CCCN2C3=O)c1 (stereo unspecified)	-13%
82	O=C(C1CCN(c2nc3ccccc3[nH]2)CC1)N1CCN(c2ccccc2)CC1	i
83	CC1CCN(S(=O)(=O)N2CCC(C(=O)NCc3ccccc3Cl)CC2)CC1	-9%
84	Cc1nn2c(c1-c1cccnc1N1CCOCC1)N(C(=O)Cc1cccc(Cl)c1)CCC2	?
85	CCNC(=O)O[C@@H]1CO[C@H]2[C@@H]1OC[C@@H]2Nc1nccc(-c2ccc(-c3ccccc3)cc2)n1	?
86	COc1ccc(NC(=O)Cn2c(=O)c(-c3noc(C)n3)c3n(c2=O)CCCC3)cc1Cl	-4%
87	Cn1nccc1C(=O)N1CCC2(CC1)CC(Cc1nc(C3CC3)no1)CCO2 (stereo unspecified)	i
88	Cc1ccc(-n2c3c(c(=O)[nH]c2=O)C(NC(=O)c2ccccc2F)(C(F)(F)F)C(=O)N3)cc1C (stereo unspecified)	21%
89	Cc1ccc(CN2CCN(C3CCN(S(=O)(=O)N(C)C)CC3)C(=O)C2=O)cc1	?
90	CCn1nccc1C(=O)N1CCCC(c2nc(-c3cccnc3)no2)CCNC(=O)CC1 (stereo unspecified)	7%
91	OCC1CN2CCCCC2CN1 (stereo unspecified)	1%[76.6 µM]
92	COCCOC(=O)C1=C(C)N=C2SC=C(CC(=O)NCCc3ccccc3)N2C1c1ccccc1 (stereo unspecified)	-19%
93	O=C(c1ccc(F)c(F)c1)N1CCC2(CC1)NC(=O)N(Cc1ccc(F)cc1)C2=O	?
94	Cc1nc(C)n(CCNC(=O)[C@H]2CNC[C@@H](C(=O)N3CCOCC3)C2)n1	21%
95	Cc1ccc(NC(=O)c2cc(-c3cccs3)on2)cc1C	i
96	N#Cc1ccc(CN2CCCC3(CC(c4cccc(C(F)(F)F)c4)=NO3)C2)cc1 (stereo unspecified)	i
97	COc1ccccc1C(=O)N[C@@H]1CN(C2CCOCC2)C[C@H]1CN(C)C	i
98	Cc1ccccc1-c1cnc2[nH]cc(CC(=O)NCc3cccnc3)c2c1	-15%[44.1 µM]
99	CCOc1ccccc1NC(=O)CN1C(=O)COc2ccc(S(=O)(=O)N3CCOCC3)cc21	-4%
100	COCCOC1CCOC2(CCN(C(=O)c3ccsc3)CC2)C1 (stereo unspecified)	-16%

The listing continues:
nr	canonical_smiles	Pf Dd2 growth
101	CCCCNC(=O)Cc1csc2nc(C)c(-c3cc(C)n(-c4cc(F)ccc4C)n3)c(=O)n12	-8%
102	N#Cc1cccc(CN2CCc3nc(C(=O)NCC4CC4)oc3CC2)c1	-6%[44.1 µM]
103	O=C(CCCc1ccccc1)Nc1cccc(-c2nnc3n2CCCC3)c1	4.5µM*
104	COc1ccc(CN2CCC[C@H]2c2nc(-c3cncnc3N)no2)cc1	?
105	O=C(Cn1cccc1-c1nc(-c2ccc(F)cc2)no1)Nc1ccccc1	-18%
106	COc1cc(OC)cc(-c2nc3nc(C)c(CCC(=O)Nc4cc(F)ccc4F)c(C)n3n2)c1	?
107	O=C(c1ccc(F)c(F)c1)N1CCCC(n2cc(-c3nc(C4CC4)no3)nn2)C1 (stereo unspecified)	-18%
108	CCN(CC)CC(C)NC (stereo unspecified)	-2%[76.6 µM]
109	O=S(=O)(NC[C@H]1OC[C@@H](NCc2ncc[nH]2)[C@@H]1O)c1ccccc1	8%[44.1 µM]
110	Cc1ccc(-c2ccc3c(n2)CN(C)C(=O)CO3)cc1	-18%[44.1 µM]
111	COc1c(F)cccc1C(=O)N1CCC(Cc2ccc(C(=O)O)cc2)C1 (stereo unspecified)	-15%
112	COc1ccc(CNC(=O)CSc2n[nH]c(-c3ccc(OC)cc3)n2)cc1	i
113	Fc1ccccc1-n1ncc2c1ncn1nc(COc3ccc(Cl)cc3)nc21	23%
114	CCOC(=O)c1c(S(=O)(=O)N2CCC(C(=O)Nc3ccc(C)cn3)CC2)c(C)n(C)c1C	i
115	CCn1c(=O)cc(OCC(=O)N2CCN(c3ccc(F)cc3)CC2)c2ccccc21	-12%
116	COc1ccccc1NC(=O)N1CCOc2ccccc21	-13%
